# High-throughput results deposited in PubChem BioAssay by National Center for Advancing Translational Sciences (NCATS).
# D1 PAM – Potentiators of Human D1 Dopamine Receptor: qHTS; potentiation, % at 10 µM; hit rate 0.036% among 360,000; HEK293 TREx D1 cells, calcium flux, dopamine EC20 potentiation; D(1A) dopamine receptor (Homo sapiens), P21728; AID 504651, 2011; in the data active means potentiation above about 30%; further: 0% is about no effect
# D2 PAM – HTS Assay for Positive Allosteric Modulators of the Human D2 Dopamine Receptor: Primary Screen for Potentiators. D(2) dopamine receptor (Homo sapiens), P14416. HEK293 T-REx D2, calcium flux, EC20 dopamine potentiation. potentiation, % at 10 µM. hit rate 0.34% among 340,000. AID 485347, 2010;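 active means potentiation over 3 SD above the plate norm, cut at about 30% in these data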; further: 0% is about no effect
#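 Cells plated with tetracycline inducer and held overnight at 30 C; calcium dye loaded 30–90 min at room temperature; baseline taken, compound added and read 180 s; EC20 dopamine then added and read 180 s.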
# TRHR ag – qHTS for Small Molecule Agonists and Allosteric Enhancers of Human TRH Receptor: Primary Screen for Agonists; Thyrotropin-releasing hormone receptor (Homo sapiens), P34981; TRHR cells, calcium flux fluo-8, FDSS agonist mode; activation, % at 2 µM; hit rate 0.18% among 360,000; AID 493084, 2011; in the data active means activation above about 30%; further: 0% is about no effect
#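 TRHR-expressing cells loaded with fluo-8 calcium dye; 23 nL library compound pin-transferred, kinetic FDSS fluorescence (Ex 480/Em 530) recorded about 180 s for agonist-induced calcium release, before a 10 nM TRH EC20 addition for potentiator mode.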
# TRHR PAM – qHTS for Small Molecule Agonists and Allosteric Enhancers of Human TRH Receptor: Primary Screen for Enhancers. Thyrotropin-releasing hormone receptor (Homo sapiens), P34981. TRHR cells, fluo-8 calcium fluorescence, EC20 TRH enhancement. enhancement, % at 2 µM. hit rate 0.66% among 360,000. AID 493056, 2011; in the data active means enhancement above about 30%; further: 0% is about no effect
#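 TRHR-expressing cells loaded with fluo-8 calcium dye were read kinetically (ex 480/em 530) during compound addition, then stimulated with an EC20 of TRH (10 nM final). Enhancement of the Gq-mediated intracellular calcium response was scored.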
# D1 antag – Antagonist of Human D 1 Dopamine Receptor: qHTS; D(1A) dopamine receptor (Homo sapiens), P21728; HEK293 TREx D1 cells, calcium flux, dopamine EC80; active compounds read low; activity change, negative = inhibition, % at 10 µM; hit rate 3.2% among 360,000; AID 504652, 2011; in the data active means activity change below about -30%; further: on the % scale 0 is the no-effect control and ±100 the full control effect
#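 Cells carrying a force-coupled, tetracycline-inducible human D1 receptor report calcium flux. Each well gets a 10 s baseline, compound with 180 s monitoring, then an EC80 dopamine stimulus with a second 180 s kinetic read.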
# D1 ag – Allosteric Agonists of the Human D1 Dopamine Receptor: qHTS; D(1A) dopamine receptor (Homo sapiens), P21728; HEK293 T-REx D1 cells, calcium flux, agonist mode; activation, % at 2 µM; hit rate 1% among 360,000; AID 504660, 2011; in the data active means activation above about 30%; further: 0% is about no effect
#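 Inducible HEK293 T-REx D1 cells, force-coupled to calcium signalling, were plated at 4000 cells/well with tetracycline and held overnight at 30 C. After no-wash calcium dye loading, compound-evoked calcium rise over 180 s flagged agonists.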
# RXFP1 agonist – qHTS Assay for Agonists of the Relaxin Receptor RXFP1. Relaxin receptor 1 (Homo sapiens), Q9HBX9. HEK293T-RXFP1 cAMP TR-FRET, 30 min; response scale: percent of porcine relaxin response, buffer zero. Potency, µM (titrated, usually from 57.5 µM), for inactives: top-dose activation, actives largely listed as activators. hit rate 0.3% among 370,000. AID 2676, 2010; further: potency means the concentration at half of the fitted maximal effect; on the % scale 0 is the no-effect control and ±100 the full control effect; nearly all actives have a fitted effect of over 60% in size; many of its hits are not listed in these tables
# Target sequence (Q9HBX9 whole entry, looked up): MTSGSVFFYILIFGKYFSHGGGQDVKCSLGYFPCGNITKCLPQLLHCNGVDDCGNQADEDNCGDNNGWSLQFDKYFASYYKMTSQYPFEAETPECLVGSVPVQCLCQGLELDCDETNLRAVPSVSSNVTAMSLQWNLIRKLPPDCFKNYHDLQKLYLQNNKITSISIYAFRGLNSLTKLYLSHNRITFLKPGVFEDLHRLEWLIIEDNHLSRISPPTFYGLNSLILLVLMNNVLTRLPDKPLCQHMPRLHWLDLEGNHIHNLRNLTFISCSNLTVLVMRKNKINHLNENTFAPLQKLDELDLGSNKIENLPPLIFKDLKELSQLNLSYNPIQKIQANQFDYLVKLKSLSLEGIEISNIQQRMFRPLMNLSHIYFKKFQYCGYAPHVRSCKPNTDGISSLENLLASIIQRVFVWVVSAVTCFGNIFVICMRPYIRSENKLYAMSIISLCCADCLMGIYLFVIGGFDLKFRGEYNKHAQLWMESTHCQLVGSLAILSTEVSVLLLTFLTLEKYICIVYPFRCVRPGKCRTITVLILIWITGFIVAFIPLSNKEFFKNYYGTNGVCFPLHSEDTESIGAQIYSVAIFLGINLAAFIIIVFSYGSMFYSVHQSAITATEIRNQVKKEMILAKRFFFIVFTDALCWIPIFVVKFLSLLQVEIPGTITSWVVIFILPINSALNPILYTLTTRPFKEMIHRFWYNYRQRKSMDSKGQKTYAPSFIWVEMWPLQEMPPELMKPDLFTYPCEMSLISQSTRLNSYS
#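 cAMP rise read by TR-FRET after 30 min, 37C compound exposure (up to 58 uM) in RXFP1-transfected HEK293 cells with Ro 20174 present. EC50 from Hill-equation fits, with 29 nM porcine relaxin as 100% and buffer as basal.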
# RXFP1 antagonist – qHTS Assay for Antagonists of the Relaxin Receptor RXFP1; HEK293-RXFP1, relaxin-stimulated cAMP HTRF, 30 min; active compounds read low; activity change, negative = inhibition, % at 57.5 µM; hit rate 0.59% among 350,000;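 active means activity change of -60% or lower, but not beyond a set lower limit; inconclusive means change between -60% and -40%, or beyond the set limit; inactive means change above -40%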; further: on the % scale 0 is the no-effect control and ±100 the full control effect
# Apoferritin bind – qHTS Assay for Identification of Novel General Anesthetics; Ferritin light chain (Equus caballus), P02791; apoferritin/1-aminoanthracene competitive binding, fluorescence; Potency, µM (series often up to 77.5 µM), without a hit: top-dose activity change, negative = displacement, most hits filed as inhibitors; hit rate 0.074% among 350,000; AID 485281, 2010; further: potency means the concentration at half of the fitted maximal effect; on the % scale 0 is the no-effect control and ±100 the full control effect; nearly all actives have a fitted effect of over 20% in size
# Target sequence (P02791 2-175 limits assumed): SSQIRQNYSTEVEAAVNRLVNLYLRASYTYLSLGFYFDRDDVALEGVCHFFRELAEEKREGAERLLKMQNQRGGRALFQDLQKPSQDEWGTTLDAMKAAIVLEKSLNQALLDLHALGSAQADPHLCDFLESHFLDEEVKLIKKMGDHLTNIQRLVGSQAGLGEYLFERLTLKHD
#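 In PBS, apoferritin at 10 uM is loaded with 1-AMA from a 50% saturated solution. After 10 min of compound exposure at ambient temperature, reduced 535 nm fluorescence indicates probe displacement.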
# The depositor's hits bear a star; u = inconclusive; x = no result given; [ ] = another dose, or the depositor's remark. Unless noted, the call rests on the fitted dose curve; in most records, active means well fitted curve in the direction sought with a large enough effect; inconclusive means small, poorly fitted or top-dose-only effect, or another doubt; inactive means no such curve, though single readings can be large; an effect the other way counts as inactive or inconclusive. Not all compounds are listed (hit frequency here may not be typical).
SMILES,D1 PAM,D2 PAM,TRHR ag,TRHR PAM,D1 antag,D1 ag,RXFP1 agonist,RXFP1 antagonist,Apoferritin bind
CCOC(=O)c1c(C)n(Cc2ccco2)c2ccc(O)cc12,-1,19,0.1,-4,12,1,1.7%,1,-5%
CCOc1ccccc1-n1c(O)c(C=Nc2ccc(N(CC)CC)cc2)c(=O)[nH]c1=O,-1,1,22,-2,10,37*,0.2%,2,-19%
CC(=NCc1ccco1)c1c(O)n(-c2ccc(C)cc2)c(=O)[nH]c1=O,2,11,0.2,0,10,2,2.7%,4,-10%
CC1C(c2cccs2)=[N+]([O-])C(C)(C(=O)c2cccs2)N1O (stereo unspecified),-5,-5,-0.2,-6,9,5,2.0%,11,-2%
O=C(c1ccccc1)N1CCC2(CC1)OCCO2,2,3,1.1,0,3,1,1.5%,19,-1%
CCS(=O)(=O)NCc1nnc2n1-c1ccc(Cl)cc1C(c1ccccc1)=NC2,-2,1,0.0,-2,-17,3,0.4%,-10,0%
O=C(COC(=O)Cc1ccccc1)NC12CC3CC(CC(C3)C1)C2,0,-3,0.1,-2,10,-1,-0.2%,-3,u
Cc1ccc(-n2c(/C=C/c3ccccc3)nc3ccccc3c2=O)cc1Cl,-1,7,0.1,-6,-11,-2,0.1%,-38,-4%
CNP(=O)(Oc1ccccc1)OC12CC3CC(CC(C3)C1)C2 (stereo unspecified),0,7,0.2,4,14,0,-0.3%,-10,-24%
CC1(C)CC(=O)C=C(NCCN2CCN(C(=O)Cc3ccc(Cl)cc3)CC2)C1,-2,-5,-1.0,-7,7,1,0.2%,8,-13%
CCOC(=O)c1c(-n2c(C)cc(/C=C3\C(=O)NC(=O)N(C)C3=O)c2C)sc2c1CCCC2,3,8,-1.0,-10,1,0,0.7%,13,-10%
CC1(C)C[C@H]2C=C(C=O)[C@]3(C=O)C[C@]3(C)[C@H]2C1,-4,-4,1.1,-19,-57*,2,0.5%,x,-8%
CCn1ccnc1CN1CCCC(C(=O)c2cc(F)ccc2OC)C1 (stereo unspecified),-3,12,0.2,13,16,3,-1.4%,-15,-6%
COc1ccc(/C=C2/C(=O)NC(=S)N(C3CC3)C2=O)cc1CN1C(=O)c2ccccc2C1=O,-7,-9,0.3,4,7,0,16%,-10,-12%
CC1(C)C(c2ccccc2)=NC(c2cccnc2)N1O (stereo unspecified),-4,-19,-0.4,1,-7,3,2.0%,-20,0%
COC(=O)C1=C(c2ccc(OC(F)(F)F)cc2)C[C@@H]2CC[C@H]1N2C(=O)NC1CCCCC1,-4,-6,0.0,-4,-18,-1,2.1%,x,x
COc1ccc(CN2CCN(Cc3ccccc3OC)CC2)cc1,-8,1,0.7,7,-6,3,-0.1%,3,-9%
CCC1(CC)C(=O)N(Cc2ccccc2)C(=O)N(Cc2ccccc2)C1=O,-7,-20,0.6,-2,-19,3,-0.5%,3,0%
CC(C)[C@@]1(NC(=O)[C@@H]2C[C@@H]3c4cccc5[nH]cc(c45)C[C@H]3N(C)C2)O[C@@]2(O)[C@@H]3CCCN3C(=O)[C@H](Cc3ccccc3)N2C1=O,-6,-32,5.8,3,-68*,29,-1.0%,x,-17%
Cc1oc(-c2ccccc2)nc1CN1C(=O)CN=C(c2ccccc2)c2ccccc21,-6,-9,1.0,-3,-17,1,4.4%,x,u
N#CC12CNCC1CN=N2 (stereo unspecified),9,x,0.8,-2,10,2,0.7%,12,-10%
CC1=CC2/C=C(\C)CCC(O)C(O)/C=C/C(=O)C23C(=O)NC(CC(C)C)C3C1C (stereo unspecified),-3,-3,0.0,-3,21,-3,-0.2%,u,-10%
CCOC(=O)c1ccc(N2C(=O)c3[nH]nc(-c4ccccc4)c3C2c2ccc(C(C)C)cc2)cc1 (stereo unspecified),7,-1,3.7,7,49,9,1.5%,x,u
COc1ccc(CCn2c(O)c(C=Nc3ccc(F)cc3)c(=O)[nH]c2=O)cc1OC,-5,-2,0.1,38*,0,7,14%,6,0%
COc1ccc(CNC(C)Cc2cccs2)cc1 (stereo unspecified),3,x,0.1,-1,16,5,0.3%,-16,2%
COc1cc2c(cc1OC)C(C)NCC2 (stereo unspecified),-3,11,0.9,16,3,0,0.5%,x,x
O=C(N/N=C/c1c(O)n(C2CC2)c(=S)[nH]c1=O)c1ccccc1,0,-2,-0.2,-5,-3,2,0.0%,27,-8%
CC(=O)OC(C)(C)/C=C/C(=O)[C@](C)(O)[C@H]1[C@H](O)C[C@@]2(C)[C@@H]3CC=C4[C@H](C[C@H](O)C(=O)C4(C)C)[C@]3(C)C(=O)C[C@]12C,-6,x,0.3,3,1,0,0.4%,x,-5%
Cc1cc(-c2ccccc2)cc(C)[n+]1Cc1ccccc1,-1,0,-0.2,7,-2,2,0.1%,x,x
CN(C)c1cc[n+](CC(O)C[n+]2ccc(N(C)C)cc2)cc1,5,1,-0.1,1,21,1,0.1%,x,x
Cc1occc1C(=O)N1CCC2(CC1)OCCO2,-3,13,-0.4,-6,6,2,-0.4%,5,39%[activator]
CCCn1ncc(CN2CCCC(C(=O)c3cccc(OC)c3)C2)c1C (stereo unspecified),-2,-16,0.4,7,-3,3,-2.1%,-8,-7%
COc1ccc2c(c1)c(C(=O)CN1CCC3(CC1)OCCO3)c(C)n2Cc1ccccc1,-7,-7,0.2,-3,5,3,1.4%,3,-11%
COc1cccc(NC(=O)c2ccc3c(=O)n4nc(Nc5ccccc5OC)sc4nc3c2)c1,-2,5,0.6,7,-6,3,u,x,-3%
CC(C)OC(=O)Cc1ccccc1,-2,8,0.2,-2,x,1,-0.6%,x,x
Oc1ccccc1-[n+]1c(-c2ccccc2)cc(-c2ccccc2)cc1-c1ccccc1,3,-9,0.6,-6,-6,2,2.3%,x,x
CCOC(=O)Cc1csc(NC(=O)c2c(O)c3ccccc3n(CCC(C)C)c2=O)n1,-6,3,-0.5,0,1,3,-0.2%,u,-1%
CCC(C)N1C(=O)/C(=C/c2ccc3c(c2)CCN3CCCCl)C(=O)NC1=S (stereo unspecified),-4,9,0.1,-3,-2,0,0.0%,-10,-19%
CC(C(=O)c1ccc(Cl)cc1Cl)n1cncn1 (stereo unspecified),-1,10,-2.2,1,-5,2,-2.7%,6,-5%
COCCNC(=O)Cn1cc(C(=O)c2ccccc2F)c2ccccc21,-2,0,0.3,1,2,4,-2.7%,0,-4%
C[C@]12CC[C@@H](O)C[C@@H]1CC[C@@H]1[C@@H]2CC[C@]2(C)[C@@H](O)CC[C@@H]12,-6,x,-0.5,-4,22,3,2.9%,x,-9%
CCn1c(C)cc(/C=C2\C(=O)NC(=O)N(c3ccccc3C)C2=O)c1C,0,3,-0.5,-2,-3,-1,3.8%,1,-23%
CN1CCN(c2ccc(C(F)(F)F)cc2N)CC1,4,x,0.7,1,6,6,1.4%,-9,-7%
Cc1ccc(N2C(=O)NC(=O)/C(=C\c3ccoc3)C2=O)cc1,1,5,2.5,1,-4,3,2.0%,7,-8%
C=CCN1C(=O)NC(=O)/C(=C/c2c(CCN(C)C(=O)c3ccccc3)cc3c(c2OC)OCO3)C1=O,4,x,0.2,4,0,0,0.7%,6,u
CN1C(=O)N(C)C(=O)C2(Cc3cc(N)ccc3N3CCN(c4ccccc4F)CC32)C1=O (stereo unspecified),-1,-14,0.7,1,-24,2,1.4%,x,u
CCn1c(O)c(/C(C)=N/N2CCCCC2c2cccnc2)c(=O)[nH]c1=S (stereo unspecified),-1,0,0.0,4,2,-1,0.2%,-13,6%
CN(C)CC1CSCCC1(O)c1cccc(Cl)c1 (stereo unspecified),0,-2,-0.3,5,-23,6,0.2%,-3,6%
Cc1ccc(OCC(=O)N2CCN(C)CC2)c(Br)c1,-1,-5,0.1,-1,-6,-2,3.2%,-6,-10%
CN1C(=O)C(C2c3ccccc3C(=O)N2Cc2ccc([N+](=O)[O-])cc2)C(=O)N(C)C1=O (stereo unspecified),-2,-2,-0.1,3,-3,2,-3.2%,-11,-7%

# The results go on.
SMILES,D1 PAM,D2 PAM,TRHR ag,TRHR PAM,D1 antag,D1 ag,RXFP1 agonist,RXFP1 antagonist,Apoferritin bind
CN1C2CCC1CC(OC(=O)CCN1CCCC1)C2 (stereo unspecified),-2,10,1.2,6,-8,2,0.1%,3,-2%
CCCCC/C=C\C/C=C\C/C=C\C/C=C\CCCC(=O)Nc1ccc(O)cc1,1,-11,-0.7,0,6,0,-1.5%,x,u
O=C(Cc1ccccc1)N1CCN(CCCc2ccccc2)CC1,1,6,-0.2,7,6,6,3.5%,-6,-10%
CCC(=O)c1c(O)n(C2CCCCCC2)c(=O)[nH]c1=O,1,3,0.2,-4,-6,1,1.9%,3,-19%
CN1CC[C@]2(c3cccc(O)c3)Cc3nc4ccccc4cc3C[C@H]2C1,-2,-7,-0.1,10,2,0,-2.2%,x,-5%
CC(=O)NC(C)Cc1ccccc1 (stereo unspecified),2,6,0.6,-3,9,1,1.0%,-24,-4%
Cc1cc(/C=C2\C(=O)NC(=O)N(C)C2=O)c(C)n1-c1ccc2c(c1)OCO2,-4,-1,0.6,5,1,5,-1.7%,5,-12%
Cc1ccc(-n2c(O)c(C=NC3CCCC3)c(=O)[nH]c2=O)c(C)c1,0,9,-0.1,41*,6,1,-0.4%,-1,-14%
CCCOc1ccc(C(=O)NC(=S)N2C[C@H]3C[C@H](C2)c2cccc(=O)n2C3)cc1,-3,10,-0.5,-6,2,3,0.3%,x,-7%
COc1cccc(C(=O)C2CCCN(Cc3cccc4c3OCO4)C2)c1 (stereo unspecified),-6,-23,-2.6,-1,1,4,-0.1%,-16,-20%
